# Glioma ERSR ind: inducers of ER stress response in human glioma cells; AID 602332; Potency, µM, for the others: at the highest dose activation, most hits filed as activators; U87-MG GRP78 promoter luciferase reporter, 16 h; hit rate 0.02% among 420,000; note: potency is the fitted concentration of half-maximal effect; series mostly up to about 76 µM; % of control where 0% means no effect; nearly all actives have a fitted effect of over 35% in size
#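 Stably transfected U87-MG glioma cells carrying a GRP78-based luciferase sensor; 16 h compound incubation. Luminescence end-point read 10 min after Bright-Glo addition at room temperature.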
# Vif-A3F inh: blocks the Vif interaction with APOBEC3F; AID 602313; Potency, µM (titrated, usually from 46.1 µM), for inactives: top-dose activity, negative = active; HeLa A3F-eYFP + Vif (tagged APOBEC3F with the HIV-1 protein that degrades it), YFP fluorescence increase; hit rate 0.2% among 390,000; note: potency is the fitted concentration of half-maximal effect; % of control where 0% means no effect; nearly all actives have a fitted effect of over 65% in size
#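 HeLa cells stably expressing A3F-eYFP plus Vif, plated and incubated overnight at 37 deg C, then exposed to compounds overnight at 37 deg C. Blocked degradation read as raised yellow fluorescence (Ex 488/Em 500-530).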
# RXFP1 ag: RXFP1 (human) receptor agonism; Q9HBX9; HEK293T-RXFP1 cAMP TR-FRET, 30 min; response scale: percent of porcine relaxin response, buffer zero; Potency, µM (highest dose often 57.5 µM), inactives show at the highest dose activation, most hits filed as activators; hit rate 0.3% among 370,000; note: potency is the fitted concentration of half-maximal effect; % is set by controls: 0 for no effect and ±100 for the full control effect; nearly all actives have a fitted effect of over 60% in size; many of its hits are not listed in these tables
#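 HEK293 cells stably expressing RXFP1, treated 30 min at 37C with compounds plus PDE4 inhibitor Ro 20174; cAMP measured by HTRF TR-FRET. Normalized to buffer and 29 nM porcine relaxin; EC50 by Hill fit.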
# Vif-A3G inh: inhibitors of Vif-APOBEC3G interaction. Q9HC16. HeLa A3G-eYFP + Vif (tagged APOBEC3G with the HIV-1 protein that degrades it), YFP fluorescence, overnight. Potency, µM (highest dose often 46.1 µM), for inactives: top-dose activity, negative = active, most hits filed as inhibitors. hit rate 0.076% among 410,000. AID 602310;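 note: potency is the fitted concentration of half-maximal effect; % is set by controls: 0 for no effect and ±100 for the full control effect; nearly all actives have a fitted effect of over 60% in size; hits raise eYFP signal because A3G escapes Vif-driven loss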
#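 HeLa cells stably expressing Vif and C-terminally eYFP-tagged A3G, seeded overnight at 37 deg C, then exposed to compound by pintool overnight at 37 deg C. Rise in yellow fluorescence (Ex 488/Em 500-530, Acumen) marks blocked Vif-driven A3G degradation.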
# D1 PAM: human D1 dopamine receptor positive modulation; P21728; HEK293 TREx D1 cells, calcium flux, dopamine EC20 potentiation; potentiation, % at 10 µM; hit rate 0.036% among 360,000; AID 504651; in the data active = potentiation above about 30%; note: 0% is about no effect
# Target sequence (P21728 whole entry, looked up): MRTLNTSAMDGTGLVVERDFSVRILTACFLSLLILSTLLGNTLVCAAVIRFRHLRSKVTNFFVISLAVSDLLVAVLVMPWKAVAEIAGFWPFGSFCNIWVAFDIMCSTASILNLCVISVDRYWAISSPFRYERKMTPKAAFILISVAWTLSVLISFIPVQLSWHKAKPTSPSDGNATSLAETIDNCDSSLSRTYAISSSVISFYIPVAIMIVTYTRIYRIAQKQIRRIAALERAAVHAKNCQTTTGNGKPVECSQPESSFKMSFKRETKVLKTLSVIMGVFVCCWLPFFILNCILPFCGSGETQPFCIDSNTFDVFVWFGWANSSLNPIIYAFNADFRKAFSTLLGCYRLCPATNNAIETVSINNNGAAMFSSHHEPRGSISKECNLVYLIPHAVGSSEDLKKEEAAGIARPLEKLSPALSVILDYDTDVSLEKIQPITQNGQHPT
# D1 antagonist: blocks dopamine activation of the human D1 receptor | hit rate 3.2% among 360,000 | P21728 | HEK293 TREx D1 cells, calcium flux, dopamine EC80; hits give low values | activity change, negative = inhibition, % at 10 µM | AID 504652; in the data active = activity change below about -30%; note: % is set by controls: 0 for no effect and ±100 for the full control effect
#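 Calcium flux readout: force-coupled, inducible Hek293 Trex D1 line, cells induced overnight at 30 C with tetracycline, dye-loaded 30–90 min at RT. Antagonism scored against EC80 dopamine challenge given 180 s after compound.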
# RXFP1 antag: RXFP1 (human) relaxin receptor antagonism; HEK293-RXFP1, relaxin-stimulated cAMP HTRF, 30 min; hits give low values; Q9HBX9; hit rate 0.59% among 350,000; AID 1259400; activity change, negative = inhibition, % at 57.5 µM;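 active = activity change of -60% or lower, but not beyond a set lower limit; inconclusive = change between -60% and -40%, or beyond the set limit; inactive = change above -40%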; note: % is set by controls: 0 for no effect and ±100 for the full control effect
# D2 PAM: positive allosteric modulators of human D2 dopamine receptor; potentiation, % at 10 µM; hit rate 0.34% among 340,000; P14416; HEK293 T-REx D2, calcium flux, EC20 dopamine potentiation;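 active = potentiation over 3 SD above the plate norm, cut at about 30% in these data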; note: 0% is about no effect
# Target sequence (P14416 whole entry, looked up): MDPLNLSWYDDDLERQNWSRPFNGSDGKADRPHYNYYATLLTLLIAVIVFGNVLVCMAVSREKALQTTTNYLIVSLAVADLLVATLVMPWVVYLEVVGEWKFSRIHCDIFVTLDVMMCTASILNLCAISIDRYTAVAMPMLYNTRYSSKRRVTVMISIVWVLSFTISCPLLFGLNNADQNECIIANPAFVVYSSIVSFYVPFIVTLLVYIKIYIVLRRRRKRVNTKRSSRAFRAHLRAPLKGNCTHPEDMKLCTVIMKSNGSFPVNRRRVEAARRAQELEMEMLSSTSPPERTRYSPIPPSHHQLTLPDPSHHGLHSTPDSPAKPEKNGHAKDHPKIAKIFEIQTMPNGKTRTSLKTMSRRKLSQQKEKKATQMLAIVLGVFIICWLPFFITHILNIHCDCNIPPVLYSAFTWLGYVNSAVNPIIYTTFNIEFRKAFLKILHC
#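 Tetracycline-induced HEK293 T-REx cells force-coupled to calcium signalling expressed D2; compounds were pin-added after a 10 s baseline, read kinetically 180 s, then an EC20 dopamine challenge followed with a further 180 s calcium read.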
# D1 agonist: human D1 receptor agonism | P21728 | AID 504660 | hit rate 1% among 360,000 | activation, % at 2 µM | HEK293 T-REx D1 cells, calcium flux, agonist mode; in the data active = activation above about 30%; note: 0% is about no effect
#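 Inducible HEK293 T-REx D1 cells, force-coupled to calcium signalling, were plated at 4000 cells/well with tetracycline and held overnight at 30 C. After no-wash calcium dye loading, compound-evoked calcium rise over 180 s flagged agonists.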
# An asterisk follows results filed as active; ? = inconclusive; . = no result given. Unless noted, calls come from the whole dose curve; as a rule, active = well fitted curve in the direction sought with a large enough effect; inconclusive = small, poorly fitted or top-dose-only effect, or another doubt; inactive = no such curve, though single readings can be large; an effect the other way counts as inactive or inconclusive. Some of the compounds tested; the hit share may differ from the screen's.
SMILES,Glioma ERSR ind,Vif-A3F inh,RXFP1 ag,Vif-A3G inh,D1 PAM,D1 antagonist,RXFP1 antag,D2 PAM,D1 agonist
COCCCNC(=O)CC(NCCCOC)C(=O)O (stereo not drawn),-4.5%,-2.5%,0.4%,0.0%,5.8,2.9,2.3,3.3,2.5
CCOc1ccc(Br)cc1-c1noc(-c2cccs2)n1,1.0%,-9.0%,5.3%,0.3%,0.6,14.2,-16.0,23.6,18.2
COc1ccc(C(=O)NCC(=O)Nc2ccc(F)cc2)cc1OC,-3.1%,-3.8%,-1.4%,-7.9%,0.9,-12.7,5.0,-10.0,-0.1
CSc1sc(C(=O)NNC(C)=O)c2c1C1(CCC2)SCCS1,-3.8%,11.2%,-0.2%,0.0%,-2.0,-0.7,-5.7,11.2,3.1
Cc1cnc(NC(=O)c2ccc(-c3ccc([N+](=O)[O-])cc3)o2)s1,-2.8%,?,-1.7%,-2.3%,5.7,-29.2,-7.6,-10.2,-0.8
CC12CCC(C(N)C1=O)C2(C)C (stereo not drawn),-1.6%,4.5%,.,-0.1%,.,.,4.3,.,.
CC(=O)NC(Cc1ccc(C)cc1)C(=O)NC1CCN(S(=O)(=O)c2ccccc2)CC1 (stereo not drawn),-2.5%,6.7%,3.7%,-2.4%,-3.8,34.9,-0.9,-13.8,5.5
CCOC(=O)CP(=O)(c1ccccc1)c1ccccc1,-0.9%,6.6%,0.5%,1.6%,-0.9,-6.2,-13.6,3.4,-0.8
CCOc1ccc(NC(=O)C(=O)NCCc2ccccc2)cc1,-2.7%,-5.6%,-1.3%,-4.7%,-3.2,-27.0,-3.7,-3.9,-1.4
Cc1cccn2c(=O)cc(COc3ccc(NC(=O)COc4ccc(F)cc4)cc3)nc12,-3.0%,-8.8%,7.3%,3.2%,-1.9,-10.2,-5.1,11.5,-0.3
CCOC(=O)c1cc(C)sc1NC(=O)c1ccc(Cl)s1,-3.2%,.,4.8%,0.4%,2.2,22.2,-2.7,11.3,2.4
NC(=O)Cc1ccc(C(=O)c2ccc(F)cc2)s1,-4.1%,17.7%,0.1%,-10.1%,-3.9,8.1,-2.3,3.2,-0.6

# Looked up by structure from the list above (two):
SMILES,Glioma ERSR ind,Vif-A3F inh,RXFP1 ag,Vif-A3G inh,D1 PAM,D1 antagonist,RXFP1 antag,D2 PAM,D1 agonist
COc1ccc(C(=O)NCC(=O)Nc2ccc(F)cc2)cc1OC,-3.1%,-3.8%,-1.4%,-7.9%,0.9,-12.7,5.0,-10.0,-0.1
CCOc1ccc(Br)cc1-c1noc(-c2cccs2)n1,1.0%,-9.0%,5.3%,0.3%,0.6,14.2,-16.0,23.6,18.2

# Next compounds follow:
SMILES,Glioma ERSR ind,Vif-A3F inh,RXFP1 ag,Vif-A3G inh,D1 PAM,D1 antagonist,RXFP1 antag,D2 PAM,D1 agonist
O=C(NCC1CCCO1)c1ccccc1-c1nc(-c2ccccc2Cl)no1 (stereo not drawn),5.5%,-8.5%,2.3%,-19.3%,-0.5,0.8,0.7,-13.6,4.1
CC(=O)c1cccc(OCC(O)CNCC2COc3ccccc3O2)c1 (stereo not drawn),-6.4%,-17.5%,-4.5%,-5.4%,-12.7,-47.6*,-1.9,5.6,45.0*
COc1ccccc1NC(=O)CN1CCN(CC(=O)Nc2ccccc2Cl)CC1,-4.7%,13.6%,0.0%,-5.5%,-1.6,3.0,7.8,-3.9,0.1
O=C(CSc1nnc2ccc(-c3ccc(F)cc3)nn12)NCC1CCCO1 (stereo not drawn),0.7%,-10.5%,?,-2.9%,-7.9,4.8,38.4,10.8,2.5
O=C(O)c1cc(N=Nc2c(O)ccc3ccccc23)cc(C(=O)O)c1,-5.5%,6.5%,1.8%,1.8%,5.7,-2.1,-3.6,-3.6,2.5
CC(=O)Cc1cc2cc([N+](=O)[O-])ccc2oc1=O,1.2%,5.5%,5.3%,2.4%,-12.6,7.0,1.0,5.5,3.8
COc1cccc(NC(=O)CN(C)C(=O)c2ccc(OCc3ccccc3)c(OC)c2)c1,1.5%,4.7%,0.4%,-5.8%,-4.3,-15.3,-19.0,-6.0,0.7
COc1ccc(CNC(C)(C)C)cc1Cl,-4.0%,-1.5%,-0.5%,0.4%,-2.4,-3.1,25.1,14.4,6.4
O=C(O)/C=C/C(=O)Nc1ccc(SC(F)(F)C(F)(F)C(F)(F)F)cc1,5.4%,-6.6%,0.1%,-27.2%,2.4,-9.1,-2.5,18.6,1.9
Oc1[nH]c2ccc(Br)cc2c1N=Nc1nn[nH]n1,0.4%,-1.3%,0.5%,0.4%,-5.8,2.4,1.3,-3.0,2.5
O=C(Nc1ccccc1Cl)c1cccs1,8.4%,-6.4%,-0.2%,1.2%,0.6,-8.0,-2.7,4.2,0.6
O=C(NCc1ccco1)c1c(F)c(F)c(F)c(C(=O)NCc2ccco2)c1F,-5.4%,-1.9%,-1.7%,-2.6%,-2.3,-33.2*,2.1,-15.8,0.7
O=C(COC(=O)COc1cccc2ccccc12)NCC(F)(F)F,-3.5%,-3.9%,0.3%,-6.2%,4.1,5.8,-11.3,-5.3,3.6
C=CCNC(=S)NNC(=O)COc1ccc(Cl)cc1Cl,2.4%,3.0%,-0.8%,-20.0%,-9.4,-22.1,4.2,-10.3,5.4
CC1CN(C2=N/C(=C/c3ccc4c(c3)OCO4)C(=O)N2)CC(C)O1 (stereo not drawn),-2.6%,6.0%,-2.5%,-8.8%,2.8,-1.6,-12.2,-2.2,0.3
COc1cc(NC(=O)c2cc3c(=O)oc4ccc(C)cc4c3s2)cc(OC)c1OC,-2.5%,0.1%,-1.4%,4.2%,-2.7,13.3,.,9.5,0.2
Cc1cc(S(=O)(=O)NC2CCCC2)ccc1F,-3.9%,8.4%,-1.7%,-4.7%,4.0,12.2,-5.2,-0.4,1.1
CCCNC(=O)CSc1ccc(S(=O)(=O)N(C)C2CCCCC2)cn1,-3.5%,-6.5%,.,6.4%,.,.,-1.4,.,.
CC1CCN(C(C(=O)Nc2ccc3c(c2)OCO3)c2ccccc2)CC1 (stereo not drawn),-3.1%,-0.9%,1.3%,0.4%,-9.4,-41.7*,.,-4.4,1.5
CN(CCC#N)S(=O)(=O)c1cc2c3c(c1)CCN3C(=O)CC2,-3.2%,7.1%,3.0%,-7.8%,-3.2,8.0,3.9,-2.6,1.7
COc1ccc(-n2c(N)c(C(=O)NCc3ccco3)c3nc4ccccc4nc32)cc1OC,-4.5%,-29.0%,2.8%,-23.2%,-8.8,-8.7,-35.6,8.9,1.9
COCCCN1CN=C(Nc2nc3ccccc3o2)NC1,3.6%,-6.5%,-0.5%,1.4%,5.6,-11.4,-15.6,14.2,2.4
COc1cc(/C=N/NC(=O)c2ccncc2)ccc1OC(C)=O,-1.0%,3.5%,-1.2%,-0.6%,-3.2,2.4,-4.2,5.6,2.5
CN(C)c1ccc(Sc2nnc(NC(=O)Nc3ccc(Cl)cc3Cl)s2)cc1,-5.4%,3.2%,-0.1%,1.6%,-5.0,5.9,-9.1,8.9,0.6
NC(=O)CN1C(=O)C2(SCC(=O)N2c2cccc(F)c2)c2ccccc21 (stereo not drawn),-6.9%,-2.2%,-1.1%,-3.9%,-4.1,5.9,.,3.4,0.7
COc1ccccc1CNC(=O)C1CCCN(S(=O)(=O)c2ccc3c(c2)C(C)(C)C(=O)N3C)C1 (stereo not drawn),-5.1%,-0.1%,0.6%,-0.1%,-0.8,9.4,.,-4.6,0.7
CC1(C)Cc2c(cnn2-c2cccc(F)c2)C(NC(=O)c2csnn2)C1 (stereo not drawn),-2.3%,2.8%,-0.5%,4.5%,-2.6,-19.3,5.1,-1.0,1.6
Fc1ccc(CSc2ncnc3sc4c(c23)CCCC4)cc1,-0.9%,-5.0%,4.2%,-3.8%,-2.4,-12.8,-4.8,15.3,4.4
O=C(Nc1ccc2ccccc2c1)c1ccccc1F,-2.7%,4.0%,2.7%,1.5%,-3.2,-6.7,-5.0,5.0,0.9
Cc1cc(C)c(S(=O)(=O)N2CCCCC2CCNC(=O)C(=O)NCc2ccco2)c(C)c1 (stereo not drawn),-2.8%,-11.6%,2.5%,?,-7.8,-18.5,3.8,-4.1,1.6
COc1ccccc1C(=O)NCC(=O)NC1CCCc2ccccc21 (stereo not drawn),-3.6%,1.9%,-2.4%,-15.9%,-2.6,3.3,-15.4,6.8,7.2
CCC(=O)Oc1ccc(C2N(C(=O)CC)CCN2S(=O)(=O)c2ccc(C)cc2)cc1OC (stereo not drawn),1.1%,-1.9%,-0.6%,-5.0%,-0.8,4.5,7.8,-1.3,2.3
CC(C)Cn1c(SCC(=O)NC2CC2)nc2ccc(Cl)cc2c1=O,-1.5%,-11.7%,.,-25.4%,.,.,3.0,.,.
Cc1ccc(CN2CCCN(Cc3cc(C)ccc3C)S2(=O)=O)cc1,-3.1%,8.8%,-0.6%,1.8%,-3.1,26.7,-7.2,-5.7,7.9
Cc1csc2cc(-c3cccc([N+](=O)[O-])c3)c(-c3cccc([N+](=O)[O-])c3)c[n+]12,-3.3%,8.8%,13.4%,1.0%,2.5,-8.5,2.3,-5.0,0.1
COc1ccc(CC(=O)Oc2ccccc2[N+](=O)[O-])cc1,-1.1%,0.7%,0.2%,0.8%,-1.1,-11.2,-2.0,4.1,1.2
CCOc1ccc(OCCC(=O)OCC(=O)NC2CC2)cc1,-3.5%,-9.7%,-0.1%,2.2%,-3.3,-10.8,5.5,7.7,-0.5
CN(C)C(=O)/C(=C\c1ccc(-c2cccc([N+](=O)[O-])c2)o1)NC(=O)c1ccccc1,-2.6%,-0.2%,3.2%,-1.7%,-6.8,13.1,-14.5,-0.1,-0.2
C/C(Cl)=C\Cn1c(Nc2ccc(C)cc2)nc2c1c(=O)n(C)c(=O)n2C,-3.0%,0.0%,-0.6%,-1.0%,-2.4,-21.4,2.0,14.8,0.9
O=C(NCCN1CCOCC1)c1ccc(=O)n(Cc2ccc(Cl)cc2)c1,-1.4%,0.4%,-0.5%,2.2%,0.1,13.3,0.2,8.4,1.0
Cc1cc(C(=O)NNC(=O)c2ccccc2O)c(C)o1,4.3%,-9.4%,1.4%,-9.4%,7.0,-13.3,3.5,.,3.0
O=C(/C=C/c1ccc2c(c1)OCO2)c1cccnc1,0.8%,0.2%,-0.6%,-0.7%,1.2,-8.6,5.9,11.2,0.1

# Assay outcomes from PubChem.
